DNMT1 block – human DNMT1 methyltransferase inhibitors, primary screen, biochemical, molecular beacon, fluorescence, HinP1I cleavage, uHTS; DNA (cytosine-5)-methyltransferase 1 (Homo sapiens), P26358; inhibition (reported as % activation of signal), % at 10 µM; 360,000 compounds, 0.83% hits; in the data active means inhibition above about 50%
E coli Lon inh – inhibitors of E. coli Lon protease, primary screen, biochemical, fluorescence polarization; P0A9M0; purified E. coli Lon protease; inhibition, % at 7.94 µM; 360,000 compounds, 0.42% hits; in the data active means inhibition above about 13%, passing the limit was not always enough;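 further: 0% = enzyme with probe and DMSO and 100% = no enzyme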
SUMO1-SIM PPI – modulators of SUMO1 protein-protein interactions, primary screen, biochemical, uHTS. 360,000 compounds, 0.33% hits. Small ubiquitin-related modifier 1 (Homo sapiens), P63165. inhibition, % at 20 µM. AID 602429, 2012. SUMO1 binding to a labelled peptide, TR-FRET, 1 h; in the data active means inhibition above about 37%
Target sequence (P63165 whole entry, looked up): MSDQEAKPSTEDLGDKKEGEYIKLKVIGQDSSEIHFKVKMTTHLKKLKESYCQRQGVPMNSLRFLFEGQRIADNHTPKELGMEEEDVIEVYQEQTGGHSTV
STEP inh – STEP phosphatase inhibitors, primary screen, biochemical, fluorescence intensity, uHTS. Tyrosine-protein phosphatase non-receptor type 5 (Homo sapiens), P54829. recombinant STEP, OMFP fluorogenic substrate. inhibition, % at 20 µM. 360,000 compounds, 0.25% hits. AID 588621, 2011;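 active means inhibition at 20 µM, scaled per plate between control wells, above about 37%, limit read from the data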;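 further: 0% = DMSO with enzyme and substrate and 100% = substrate only without enzyme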
Target sequence (P54829 whole entry, looked up): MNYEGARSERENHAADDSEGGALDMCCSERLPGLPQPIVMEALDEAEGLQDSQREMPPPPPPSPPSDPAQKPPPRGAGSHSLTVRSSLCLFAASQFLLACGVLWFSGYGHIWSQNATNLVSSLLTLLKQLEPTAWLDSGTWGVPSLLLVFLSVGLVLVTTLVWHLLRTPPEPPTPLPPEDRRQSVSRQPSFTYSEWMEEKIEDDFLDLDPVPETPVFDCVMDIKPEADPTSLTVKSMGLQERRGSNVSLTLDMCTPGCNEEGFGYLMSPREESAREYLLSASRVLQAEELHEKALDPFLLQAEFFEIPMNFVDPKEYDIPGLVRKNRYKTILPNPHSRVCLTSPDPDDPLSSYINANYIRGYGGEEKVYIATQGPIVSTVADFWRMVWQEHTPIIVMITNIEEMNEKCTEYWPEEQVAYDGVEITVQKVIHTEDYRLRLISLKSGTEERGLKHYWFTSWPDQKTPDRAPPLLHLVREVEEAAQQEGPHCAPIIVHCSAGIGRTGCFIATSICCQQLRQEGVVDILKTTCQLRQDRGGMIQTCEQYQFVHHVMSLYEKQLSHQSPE
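System: STEP phosphatase, cell-free reaction; Buffer or medium: Bis-Tris pH 6.0 buffer with DTT, detergent; Incubation: 20 min at room temperature, dark; Measured by: fluorescence, 480/540 nm.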
MsrA act – bovine MsrA enzyme activators, primary screen, biochemical, absorbance, HTS; Methionine sulfoxide reductase A (Bos taurus); purified bovine MsrA, absorbance read-out; activation, % at 10.6 µM; 360,000 compounds, 0.3% hits; AID 602163, 2012; in the data active means activation above about 7.5%;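 further: 0% = vehicle and 100% = reference activator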
MsrA inhibitor – bovine MsrA enzyme inhibitors, primary screen, biochemical, absorbance, HTS; inhibition, % at 15.5 µM; purified bovine MsrA, absorbance read-out; Methionine sulfoxide reductase A (Bos taurus); 360,000 compounds, 0.75% hits; AID 651718, 2012; in the data active means inhibition above about 4.5%;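 further: 0% = vehicle wells with enzyme and 100% = reference inhibitor wells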
NRP1-CendR mod – modulators of CendR peptide binding to NRP-1, primary screen, biochemical, fluorescence polarization, uHTS; Neuropilin-1 (Homo sapiens), O14786; FAM-RPARPAR peptide binding to NRP-1; inhibition, % at 25 µM; 360,000 compounds, 0.85% hits; AID 602438, 2012;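 active means inhibition or corrected inhibition above about 18%, plus a signal ratio from 0.5 to 1.5, limit read from the data, passing the limit was not always enough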; further: strong numbers were not always called active
TbMetRS inhib – T. brucei MetRS inhibitors, primary screen, biochemical, luminescence. methionyl-tRNA synthetase (Trypanosoma brucei brucei). purified T. brucei MetRS, ATP depletion, Kinase-Glo luminescence. inhibition, % at 11.9 µM. 360,000 compounds, 0.4% hits;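 active means inhibition above a per-plate cutoff of the control wells' mean inhibition plus 3 SD, cut at about 5.5% in these data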;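 further: 0% = DMSO wells median and 100% = median of wells with control inhibitor compound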
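Material: T. brucei methionyl-tRNA synthetase, purified; reagent: substrates ATP, L-methionine and bulk Escherichia coli tRNA; dosing: 11.9 µM single point; timing: 15 min plus 2 h at 25 °C; detection: luminescence of leftover ATP; evaluation: % inhibition; control set: DMSO-only wells as low control; replicates: singlicate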
Scp1 inh – Scp-1 phosphatase inhibitors, primary screen, biochemical, colorimetric, uHTS | Carboxy-terminal domain RNA polymerase II polypeptide A small phosphatase 1 (Homo … | Recombinant Scp1, phosphopeptide, malachite green phosphate absorbance | inhibition, % at 20 µM | 340,000 compounds, 0.88% hits | AID 493091, 2011;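 active means inhibition above about 50% at 20 µM, limit read from the data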;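 further: plate controls were DMSO wells with enzyme for no effect and wells lacking enzyme for full effect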
Target sequence (Q9GZU7 76-261 limits assumed): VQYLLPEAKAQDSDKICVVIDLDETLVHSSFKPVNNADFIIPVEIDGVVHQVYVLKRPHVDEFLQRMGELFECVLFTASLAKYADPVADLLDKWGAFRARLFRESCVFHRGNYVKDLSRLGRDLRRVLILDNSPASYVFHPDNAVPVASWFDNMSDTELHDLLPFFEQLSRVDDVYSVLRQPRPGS
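Material – SCP-1 phosphatase catalytic domain, residues 76-261 · Buffer or medium – Acidic Tris acetate buffer with magnesium and detergent · Also added – Phospho 17-mer peptide substrate · Compound – single 20 µM dose, 1% DMSO · Times – 45 min room-temperature reaction, 5 min colour, 30 min stabiliser · Technique – Phosphate-binding colour reagent, absorbance read at 630 nm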
LMPTP block – LMPTP phosphatase inhibitors, primary screen, biochemical, fluorescence intensity, uHTS; inhibition, % at 20 µM; 360,000 compounds, 0.22% hits; AID 651560, 2012; Low molecular weight phosphotyrosine protein phosphatase (Homo sapiens), P24666; recombinant LMPTP-A, OMFP fluorogenic substrate;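 active means compounds that cut the enzyme signal by at least half of the control window in the single-dose screen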;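 further: plate controls were DMSO wells with enzyme plus substrate for no effect and substrate without enzyme for full effect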
Target sequence (P24666 whole entry, looked up): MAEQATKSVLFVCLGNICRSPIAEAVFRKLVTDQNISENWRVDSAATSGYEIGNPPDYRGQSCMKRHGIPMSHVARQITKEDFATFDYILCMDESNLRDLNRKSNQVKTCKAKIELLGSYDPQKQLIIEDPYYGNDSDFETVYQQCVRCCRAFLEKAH
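material = LMPTP-A | quantity = 0.625 nM enzyme | reagent = OMFP substrate, 400 µM final | buffer or medium = Bis-Tris pH 6.0, DTT, detergent | detection = endpoint fluorescence intensity from OMFP dephosphorylation | dosing = single 20 µM dose | read-out basis = % inhibition relative to no-enzyme and uninhibited control wells | control set = no-enzyme and uninhibited controls | timing = 50 min at room temperature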
Active calls of the source: *; nt = no result given. Rows were taken by chance; about 4.3% have a hit in one of these screens.

SMILES	DNMT1 block	E coli Lon inh	SUMO1-SIM PPI	STEP inh	MsrA act	MsrA inhibitor	NRP1-CendR mod	TbMetRS inhib	Scp1 inh	LMPTP block
Cc1nc2ccc(NC(=O)c3nn(C(C)C)c(=O)c4ccccc34)cc2s1	-4	-3	-1	-1	-2	0.5	-6	0.1	-4	-0.3
COc1cccc(C2NC(=O)NC(C)=C2C(=O)Nc2cccc(C)c2C)c1 (centres undefined)	3	-6	6	-2	-13	-1.5	4	-0.9	6	-2.2
COc1ccccc1-c1nnc2sc(COc3ccc(F)cc3)nn12	1	-5	0	0	1	-0.8	14	-0.6	3	0.3
COCCNC(=O)C(c1cccc(OC)c1)N(C(=O)Cn1nnc2ccccc21)c1cccnc1 (centres undefined)	6	3	4	-2	-3	-1.1	-8	-0.2	-7	0.5
Cc1ccc(N(CC(=O)Nc2ccc(-c3nc4ccc(C)cc4s3)cc2)S(C)(=O)=O)cc1	9	1	3	0	-5	0.8	-8	-1.3	-3	0.5
Cn1ncc(Cl)c(Oc2ccc(Cl)cc2)c1=O	0	-2	1	1	0	1.3	1	-0.1	-5	0.2
CCS(=O)(=O)c1ccc2oc(Nc3ccccc3Br)nc2c1	0	2	1	1	-1	0.3	-8	-1.0	-6	-1.3
CCn1c(C(C)NC(=O)Cc2ccccc2)nc2ccccc21 (centres undefined)	0	1	2	0	2	0.0	0	-0.9	-4	-0.8
COc1ccc(S(=O)(=O)NCCc2nnc3ccc(SCc4cccnc4)nn23)cc1	0	5	0	2	-3	-0.2	2	0.0	-8	-1.0
CCn1nc(C)c(CNC(=O)c2cc(COc3ccc(C)nc3)on2)c1C	3	7	-1	-2	-3	0.7	2	-0.5	-3	0.4
O=[N+]([O-])c1ccc(Sc2ccc(Cl)c(Cl)c2)nc1	-4	-6	-22	2	-8	0.5	3	-1.4	-10	-1.2
COc1ccc(-c2cc(C3CCN(Cc4ccc([N+](=O)[O-])cc4)CC3)[nH]n2)cc1	-9	-3	-20	3	-6	1.1	2	-0.1	-3	3.2
O=C(OCN1C(=O)c2ccccc2C1=O)c1ccc(Cl)nc1	0	7	-3	0	-2	1.6	9	-0.6	3	0.0
O=C(CCc1nnc(CCCCc2ccccc2)o1)N1CCC(N2CCCC2)CC1	-5	-5	1	0	-3	0.2	4	-0.5	-6	0.4
COC(=O)/C=C1\SC(=Nc2ccc(OC)cc2)NC1=O	3	-5	-12	-1	-3	0.3	-11	-0.3	-5	1.1
CSc1nc2cc(Oc3cccc(Cl)c3Cl)c(Cl)cc2[nH]1	-14	-5	6	-1	-7	-0.6	-1	-1.0	-3	0.8
CCCn1c(SCC(=O)N(C)C2CCCCC2)n[nH]c1=O	-1	0	3	0	-4	0.5	-6	-0.3	nt	-2.2
CCOC(=O)CN[C@H]1CCC2C3CC=C4C[C@@H](O)CC[C@]4(C)C3CC[C@@]21C (some centres undefined)	-1	-6	35	0	0	0.8	7	-0.4	-2	-0.2
COc1ccc(-c2nc3c4ccccc4ccn3c2Cc2ccc(C)cc2)cc1OC	-14	1	-8	5	-2	0.8	8	0.6	nt	6.9
COCOCCn1cc(CN2CCS(=O)(=O)N(Cc3ccc(-c4ccc(F)cc4)cc3)C(CC(C)C)C2=O)nn1 (centres undefined)	-11	5	5	2	-2	-0.6	-13	-0.9	nt	2.2
Cc1nn(C)cc1C=NCCOCc1ccccc1	0	3	0	-2	-1	-0.6	-10	-0.8	-5	0.6
O=C(O)c1cccc(NCc2cccnc2)c1	-1	3	1	-3	-1	-0.3	-9	-1.3	-4	-1.5
CCN1CCN(c2nc3c(c(=O)[nH]c(=O)n3C)n2CCCSc2ncccn2)CC1	2	4	-3	5	-2	0.2	3	-0.6	-13	-2.5
O=C(CCCO)c1ccc2c(c1)OCCO2	2	3	-1	3	-4	0.2	2	-0.5	-1	-0.5
Cc1ccc(OCCC(=O)OCC(=O)N2c3ccccc3NC(=O)C2(C)C)cc1	6	-2	4	6	-3	-0.1	9	-0.4	3	1.7

(cont.)
SMILES	DNMT1 block	E coli Lon inh	SUMO1-SIM PPI	STEP inh	MsrA act	MsrA inhibitor	NRP1-CendR mod	TbMetRS inhib	Scp1 inh	LMPTP block
CCOc1ccc(NS(=O)(=O)c2cc3c4c(c2)C(C)C(=O)N4CCC3)cc1 (centres undefined)	0	-3	-1	-2	-4	-0.3	-8	0.1	-5	-0.4
NC(Cc1ccc(C(F)(F)F)cc1)c1csc(NC(=O)Nc2ccccc2Cc2ccccc2)n1 (centres undefined)	-6	5	-168	2	3	0.6	-9	-0.2	nt	1.3
COc1ccc(CCNC(=O)c2csc3c2CCCC3)cc1OC	2	-2	3	1	-1	1.7	6	-0.3	-5	-0.5
CCCCCCCN1CCC(=O)N([C@H](CO)Cc2ccccc2)CC1	1	1	0	-3	-1	-1.1	11	-0.3	-3	-1.5
O=C(NCc1ccc(Cl)cc1)c1ccc2nc[nH]c2c1	2	14	3	3	-4	-0.3	2	0.2	1	0.5
COc1ccccc1NC(=O)/C(=C/c1cccc([N+](=O)[O-])c1)c1ccccc1	-1	-2	-4	7	-9	1.0	-100	-1.0	-15	2.1
O=C1Nc2ccc(S(=O)(=O)N3CCCCCC3)c3cccc1c23	15	-2	-12	5	-10	1.4	-5	0.4	21	-2.2
CCN1CCN(CCOc2cccc(Cl)c2Cl)CC1	-4	4	-3	2	-11	0.6	-4	-1.0	-14	-0.4
COC(=O)C[C@H]1C=C[C@@H](NC(=O)Nc2cccc(OC)c2)[C@@H](CO)O1	nt	nt	-1	nt	nt	0.3	2	-0.3	nt	-0.2
Cc1ccccc1N1C(=O)CC(N2CCC(C(N)=O)CC2)C1=O (centres undefined)	3	-10	-3	-2	-13	1.5	-2	-0.9	1	-1.2
COC(=O)c1c(NC(=O)C2CC=CCC2C(=O)O)sc2c1CCCCC2 (centres undefined)	16	-4	12	7	-3	-1.1	18	-0.3	23	1.5
COc1ccc(CNc2nc3c(c(=O)n(Cc4ccc(Br)cc4)c(=O)n3C)n2C)cc1	-7	-1	2	1	-2	-0.8	-2	-0.3	-2	1.1
CCCOc1ccccc1-c1nc(SCCC(=O)O)n[nH]1	3	-6	1	0	0	0.6	2	-0.3	-4	-1.4
CC(C)NC(=O)C1CCN(C2CCN(Cc3nc4ccccc4s3)CC2)CC1	2	-2	2	11	-1	-0.1	-1	-0.5	3	-0.8
O=C(Nc1ccccn1)C(NS(=O)(=O)c1cccc2nsnc12)c1ccccc1 (centres undefined)	-1	3	-20	4	-3	-0.3	4	-0.2	-6	-2.2
O=C(COc1ccc(Cl)cc1)Nc1ccc(N2CCN(C(=O)c3ccco3)CC2)cc1	5	0	-8	-1	-10	-0.5	-3	-2.3	-10	1.1
CN(C)S(=O)(=O)c1cc(NC(=O)CN2C(=O)NC3(CCCc4ccccc43)C2=O)ccc1Cl (centres undefined)	-6	6	4	2	1	0.4	-9	-0.4	-6	-0.2
O=C(OCc1cccc([N+](=O)[O-])c1)c1ccncc1	-4	-1	-15	-1	-3	1.8	9	0.1	-4	-0.9
CCCn1c2c(c(O)c(C(=O)NCCCN(CC)CC)c1=O)CCCC2	-7	4	1	0	-1	-1.7	-10	-0.8	-2	-1.0
Nc1nc(NCCOCCO)nc(Nc2cccc(F)c2)c1[N+](=O)[O-]	4	-1	-39	-2	-6	3.4	14	-0.5	-7	-0.2
CC(NC(=O)COC(=O)c1ccc2c(=O)n3c(nc2c1)CCCCC3)c1ccccc1 (centres undefined)	3	-20	1	-1	-1	0.2	-7	-0.3	1	0.4
O=C(O)CCCCCN1C(=O)C(O)=C(C(=O)/C=C/c2ccccc2)C1c1ccc2c(c1)OCO2 (centres undefined)	10	10	1	4	-16	2.9	-15	-1.5	-1	11
COc1ccc(CNC(=O)COC(=O)c2ccc3c(c2)OCCO3)cc1	0	-3	2	2	0	0.9	14	-0.8	-18	-1.5
Oc1ccccc1-c1nc2c3ccccc3c3ccccc3c2[nH]1	-26	16	-2	-3	-5	1.6	-1	-0.8	31	3.8
O=C(c1ccc2c(=O)n(Cc3ccccc3Cl)c(=S)[nH]c2c1)N1CCCC1	2	-8	-7	1	-1	0.1	4	-0.1	-10	0.0

Next section
SMILES	DNMT1 block	E coli Lon inh	SUMO1-SIM PPI	STEP inh	MsrA act	MsrA inhibitor	NRP1-CendR mod	TbMetRS inhib	Scp1 inh	LMPTP block
Cc1ccc(C(=O)N/C(=C/c2cccnc2)C(=O)NCc2ccco2)cc1	6	4	1	-1	-3	0.7	-1	0.1	-8	-1.0
N=C1SC(CC(=O)Nc2ccc([N+](=O)[O-])cc2)C(=O)N1c1ccccc1 (centres undefined)	2	0	-18	-4	-3	0.8	0	0.0	-7	0.5
COc1ccccc1NS(=O)(=O)c1cccc(C(=O)N/N=C/c2ccc3c(c2)OCCO3)c1	-5	2	2	1	-2	1.8	-13	0.4	2	1.1
COc1ccc(CC(=O)Nc2ccc3c(C)cc(=O)oc3c2)cc1OC	0	-3	4	3	-2	0.0	-1	0.3	2	-0.6
CCn1c2ccccc2c2cc(CN3CCN(S(=O)(=O)Cc4ccccc4)CC3)ccc21	60*	-8	-3	4	-7	0.5	-3	-0.1	2	7.1
N#Cc1cccc(C(=O)OCc2cccc(S(=O)(=O)N3CCOCC3)c2)c1	-3	-4	-1	-1	-3	-0.9	3	0.2	-5	0.5
Cc1ccc(-c2cc(-c3ccc(F)cc3)c(C#N)c(N)n2)o1	-24	-14	-22	-4	-2	-0.2	-35	0.0	-1	-0.7

Random excerpt: three compounds from above, in no set order.
SMILES	DNMT1 block	E coli Lon inh	SUMO1-SIM PPI	STEP inh	MsrA act	MsrA inhibitor	NRP1-CendR mod	TbMetRS inhib	Scp1 inh	LMPTP block
COc1ccccc1NC(=O)/C(=C/c1cccc([N+](=O)[O-])c1)c1ccccc1	-1	-2	-4	7	-9	1.0	-100	-1.0	-15	2.1
N#Cc1cccc(C(=O)OCc2cccc(S(=O)(=O)N3CCOCC3)c2)c1	-3	-4	-1	-1	-3	-0.9	3	0.2	-5	0.5
O=C(NCc1ccc(Cl)cc1)c1ccc2nc[nH]c2c1	2	14	3	3	-4	-0.3	2	0.2	1	0.5

Source: PubChem BioAssay (several laboratories)
